High-throughput results: PubChem BioAssay, several laboratories
HTR2A ag: agonists of mouse serotonin 5-HT2A receptor (HTR2A) | P35363 | CHO-K1 mHTR2A beta-arrestin complementation, luminescence; percent of 30 µM serotonin response | activation, % at 7.6 µM | hit rate 0.66% among 360,000;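 active = activation above a run cutoff, the mean activation of all tested compounds plus 3 SD, cut at about 14% in these data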;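 note: 0% = plate median of compound wells and 100% = 30 µM serotonin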
Target sequence (P35363 whole entry, looked up): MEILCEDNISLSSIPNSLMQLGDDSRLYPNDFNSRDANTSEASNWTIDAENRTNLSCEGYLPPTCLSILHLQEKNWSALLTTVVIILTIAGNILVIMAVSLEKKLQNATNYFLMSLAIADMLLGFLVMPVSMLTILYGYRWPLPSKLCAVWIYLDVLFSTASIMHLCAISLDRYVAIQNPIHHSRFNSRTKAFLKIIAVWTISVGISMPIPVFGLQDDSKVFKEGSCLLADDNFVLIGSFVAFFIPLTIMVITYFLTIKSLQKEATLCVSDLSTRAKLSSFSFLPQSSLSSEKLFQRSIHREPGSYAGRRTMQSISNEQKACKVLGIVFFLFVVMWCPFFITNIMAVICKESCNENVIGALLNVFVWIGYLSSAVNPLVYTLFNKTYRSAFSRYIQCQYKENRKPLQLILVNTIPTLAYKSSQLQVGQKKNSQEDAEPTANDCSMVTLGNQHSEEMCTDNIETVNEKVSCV
CaV13 FRET inh: Disruptors of the CACNA1D IQ motif to Ca2+-dependent inactivation inhibitor domain association, primary screening, Förster resonance energy transfer in intact living …; HEK cells, CFP/YFP FRET ICDI-IQ, plate reader, 10 min; percent FRET-ratio fall versus neutral wells; inhibition, % at 12.3 µM; hit rate 0.098% among 340,000;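 active = mean replicate inhibition of at least 30% and at least 1% of replicates passing that level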;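 note: 0% = median of the neutral control wells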
ABCB6 inh MLPCN: human ABCB6 transporter inhibition | Q9NP58 | K562-ABCB6 porphyrin accumulation, flow cytometry, 1 h; stronger effect = lower value | fluorescence ratio to DMSO, % at 10 µM | hit rate 0.19% among 360,000 | AID 602162;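 active = fluorescence ratio to DMSO below 75%, the collection mean minus 3 SD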;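 note: signal is porphyrin accumulated inside mitochondria; 100% equals median channel fluorescence of DMSO control wells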
ABHD5-PLIN5 inh: inhibitors of human ABHD5-perilipin-5 interaction; Split G. princeps luciferase complementation, luminescence, 4 h; inhibition, % at 4 µM; hit rate 0.78% among 360,000;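 active = inhibition above the mean inhibition across every tested compound plus 3 SD, cut at about 22% in these data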;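 note: 0% = DMSO only wells and the 100% control is not disclosed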
Exocytosis inh: blocks lytic granule exocytosis. TALL-104 LAMP-1 surface exposure, flow cytometry; cells stimulated with thapsigargin and PMA. inhibition, % at 10 µM. hit rate 0.66% among 360,000. AID 651702;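 active = inhibition above about 55%, limit read from the data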
MC4R antag cAMP: antagonists of human melanocortin 4 receptor (MC4R); P32245; MC4R-expressing cells, MTII-stimulated cAMP, LANCE TR-FRET; inhibition, % at 6.5 µM; hit rate 0.48% among 360,000;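 active = inhibition above its plate's cutoff, the mean of tested wells on that plate plus 3 SD, cut at about 29% in these data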;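 note: 0% = Melanotan II alone and 100% = Melanotan II plus saturating MCL0020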
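Material – human MC4R-expressing U2OS cells · Repeats – no replicates · Detection – TR-FRET with Eu-cAMP and labeled anti-cAMP, 671 nm · Times – compound 30 min, challenge 1 h, detection 1 h · Compound – single nominal compound dose of 6.5 µM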
N-glyco inh: blocks N-linked glycosylation in D54 reporter cells | D54 ERlucT glycosylation luciferase reporter, 24 h; percent of 100 nM tunicamycin response | reporter increase, % at 12.5 µM | hit rate 0.23% among 360,000 | AID 588692;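 active = mean luciferase reporter signal, scaled so untreated is 0 and the glycosylation-blocking control 100, at or above a set limit in every replicate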;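 note: luciferase carries N-glycosylation sites so blocking glycosylation raises the light; 0% = median of neutral control wells and 100% = median of 100 nM tunicamycin wells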
Cardio protect: protects H9c2 cardiomyocytes from peroxide injury. H2O2 injury protection, ATPLite, 2 h. protection from H2O2 cell death, % at 20 µM. hit rate 0.63% among 360,000;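 active = compounds giving at least 50% protection of heart cells from peroxide-induced death in the single-dose screen, raw or plate-pattern-corrected value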;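 note: 0% = DMSO wells with peroxide and 100% = DMSO wells without peroxide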
PDI turbidity: inhibitors of human protein disulfide isomerase | P07237 | PDI insulin aggregation turbidity, A650, 90 min | inhibition, % at 10 µM | hit rate 0.052% among 350,000 | AID 588391;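 active = mean inhibition across replicates of 30% or more, whatever share of single replicates reach that level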;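 note: absorbance from insulin aggregation driven by PDI reduction with DTT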
Target sequence (P07237 whole entry, looked up): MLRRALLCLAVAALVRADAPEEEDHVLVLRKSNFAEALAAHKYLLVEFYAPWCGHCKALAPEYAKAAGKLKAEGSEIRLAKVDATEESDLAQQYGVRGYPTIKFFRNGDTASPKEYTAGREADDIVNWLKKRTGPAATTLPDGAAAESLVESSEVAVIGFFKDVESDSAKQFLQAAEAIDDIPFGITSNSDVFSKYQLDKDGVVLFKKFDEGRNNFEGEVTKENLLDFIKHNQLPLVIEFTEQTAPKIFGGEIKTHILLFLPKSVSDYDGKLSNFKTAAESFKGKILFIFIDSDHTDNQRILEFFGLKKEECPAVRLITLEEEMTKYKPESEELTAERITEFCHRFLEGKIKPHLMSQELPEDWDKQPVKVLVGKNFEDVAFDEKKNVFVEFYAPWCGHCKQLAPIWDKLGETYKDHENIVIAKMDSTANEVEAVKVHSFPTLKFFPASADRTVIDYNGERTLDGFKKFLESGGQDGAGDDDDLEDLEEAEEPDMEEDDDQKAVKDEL
MC4R ag barr: human MC4R agonism via beta-arrestin; U2OS MC4R beta-arrestin complementation, luminescence; percent of melanotan II response, DMSO zero; hit rate 0.98% among 360,000; AID 540308; activation, % at 8.9 µM; P32245;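 active = activation above a per-plate cutoff, the mean activation of sample wells on that plate plus 3 SD, cut at about 8% in these data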
* marks the source's active call; other numbers are inactive results; nt = not tested or not shown.

item	Compound	HTR2A ag	CaV13 FRET inh	ABCB6 inh MLPCN	ABHD5-PLIN5 inh	Exocytosis inh
1	CC(=O)CCC(=O)N1CCCC(N2CCN(c3cccc(Cl)c3)CC2)C1 (centres undefined)	-2	-2	96	2	-4
2	COC(=O)c1ccc(C2=NOC(C)(c3nnc(-c4cccc(Cl)c4)o3)C2)cc1 (centres undefined)	-3	-6	98	-2	1
3	Cc1cc(/C(=N/O)C(C)(C)NO)ccc1Cl	0	-4	94	-2	-1
4	COc1cc(/C=C/C(=O)O)ccc1OS(=O)(=O)c1cc(C)ccc1C	6	-5	93	4	2
5	N#Cc1ccc(NC(=O)COC(=O)CCc2ccc(S(=O)(=O)N3CCCCC3)cc2)cc1	-2	-2	95	0	-1
6	Cc1nn(S(=O)(=O)c2ccc([N+](=O)[O-])cc2)c(C)c1Sc1ccccc1	1	-10	105	2	-6
7	O=C(NNc1c(Cl)cccc1Cl)c1sccc1Cl	-3	-2	101	-4	-8
8	O=C(/C=C/c1ccco1)Nc1ccc2c(c1)OCCO2	2	2	99	2	-2
9	Cc1ccc2nc(N3CCN(C(=O)c4ccccc4F)CC3)c(C#N)cc2c1	2	-18	94	1	0
10	CCc1cc2ccccc2nc1Cl	0	8	102	0	-1

item	MC4R antag cAMP	N-glyco inh	Cardio protect	PDI turbidity	MC4R ag barr
1	-2	3	5	13	-2.6
2	0	-1	-2	-4	-0.5
3	-4	0	3	2	1.5
4	1	3	1	-6	0.3
5	0	2	-9	8	-1.8
6	-6	2	-4	-1	0.7
7	2	-2	-4	0	0.4
8	5	-13	-19	-2	-2.2
9	10	4	-4	-1	0.8
10	14	3	15	-3	-1.4

Further compounds follow:
item	Compound	HTR2A ag	CaV13 FRET inh	ABCB6 inh MLPCN	ABHD5-PLIN5 inh	Exocytosis inh
11	O=C(Nc1ccc2c3c(cccc13)CC2)c1ccc(Br)o1	-2	nt	131	-4	-2
12	CCC(NC(=O)CNC(=O)c1ccc2c(c1)OCO2)c1ccc(Br)cc1 (centres undefined)	-4	-6	101	-5	7
13	CCOC(=O)CC(=O)CSc1nc2c(C)c(C)ccc2cc1C	5	-4	105	4	-1
14	C=CCOc1ccc(/C=C2\SC(N)=NC2=O)cc1OC	-5	-24	107	0	15
15	O=C(NC1CCCCC1)C(c1ccccc1)N(Cc1ccco1)C(=O)c1csnn1 (centres undefined)	4	-7	85	-1	-7
16	Cc1nc2c(C)cccc2cc1C(=O)N/N=C/c1cccc([N+](=O)[O-])c1	0	-4	94	0	1
17	O=C(OCc1ccc([N+](=O)[O-])cc1)C1CC(=O)N(Cc2ccccc2)C1 (centres undefined)	0	-5	92	-1	1
18	CCOc1ccc(NC(=S)Nc2cc(C)[nH]n2)cc1	-2	-3	106	-2	3
19	COc1ccccc1NC(=O)CN(c1ccccc1F)S(C)(=O)=O	-7	-4	88	-7	-1
20	O=C(Nc1nn[nH]n1)c1cc(-c2ccc(Cl)c(Cl)c2Cl)nc2ccccc12	3	-3	96	2	-2

item	MC4R antag cAMP	N-glyco inh	Cardio protect	PDI turbidity	MC4R ag barr
11	-1	2	-2	12	-0.4
12	-4	1	10	-2	-1.4
13	15	0	-10	3	-0.5
14	-8	1	3	2	-1.3
15	8	0	-4	3	1.2
16	-5	11	10	-6	0.2
17	2	1	-3	-9	0.1
18	11	2	-5	2	-1.2
19	6	0	1	7	-2.5
20	10	2	3	4	-1.3

(further entries)
item	Compound	HTR2A ag	CaV13 FRET inh	ABCB6 inh MLPCN	ABHD5-PLIN5 inh	Exocytosis inh
21	COc1ccc(CCC(=O)Nc2ccc(Cn3ccnc3)cc2)cc1	-4	3	97	3	24
22	O=C(O)c1ccc2c(=O)n3c(nc2c1)/C(=C/c1cccc(Cl)c1Cl)CC3	-3	-3	100	-9	-3
23	O=C(c1ccc(N2CCCCS2(=O)=O)cc1)N1CCN(c2ccccc2F)CC1	9	-15	98	-4	-2
24	CC(Oc1ccc(C(C)(C)C)cc1)C(=O)NCC(c1ccco1)N1CCCC1 (centres undefined)	-10	-6	101	3	-13
25	Nn1c(SCc2ccc(C(=O)O)cc2)nnc1-c1ccc(Cl)cc1Cl	14	-18	108	-8	1
26	O=C(NC1CCS(=O)(=O)C1)c1ccc(N2CCCCC2)c([N+](=O)[O-])c1 (centres undefined)	-2	nt	99	2	8
27	COc1ccc(/C=N/NC(=O)COc2cccc3cccnc23)cc1OC	5	-19	90	0	-3
28	Cc1ccc(C)c2[nH]c(=O)c(CN(CCCN(C)C)C(=O)NCc3ccccc3)cc12	-5	nt	103	-3	2
29	COc1cc(Cl)ccc1OCc1cc(C(=O)N2C[C@@H]3CCC[C@H]2C3)no1	-4	-4	98	-2	2
30	COc1ccc(C(=O)c2ncc(C(F)(F)F)cc2Cl)cc1	-1	-10	97	-3	-3

item	MC4R antag cAMP	N-glyco inh	Cardio protect	PDI turbidity	MC4R ag barr
21	1	0	4	5	-2.1
22	-2	6	0	8	-2.1
23	1	0	-1	4	-0.6
24	3	-1	-12	-5	1.0
25	7	-2	-3	-6	-3.7
26	15	1	6	3	-0.9
27	-7	4	6	0	-2.9
28	2	11	10	0	-0.1
29	-6	-2	-4	4	-1.1
30	9	0	0	-1	-0.2

(cont.)
item	Compound	HTR2A ag	CaV13 FRET inh	ABCB6 inh MLPCN	ABHD5-PLIN5 inh	Exocytosis inh
31	CC12CN3CC(C)(CN(C1)C3c1ccc(Cl)cc1Cl)C2O (centres undefined)	-1	-3	99	0	1
32	COC(=O)c1ccc(NC(=O)c2ccc(CN3CCOCC3)cc2)cc1	1	-5	88	0	-1
33	COc1ccc(C(=O)/C=C\c2ccc(NC(=O)c3cccs3)cc2)cc1	-3	-5	92	15	-2
34	CC1C(=O)Nc2ccccc2N1C(=O)c1c(F)cccc1F (centres undefined)	1	-4	96	3	8
35	COc1cc(C(c2nnnn2C(C)(C)C)N2CCN(C)CC2)cc(OC)c1OC (centres undefined)	1	-1	102	-8	8
36	c1ccc(CN2CCN(c3nc(NCc4ccco4)c4ccccc4n3)CC2)cc1	-9	-7	103	8	67*
37	Cc1ccc2nc3c(cc2c1)CN(Cc1ccco1)C(=NCC1CCCO1)S3 (centres undefined)	-3	0	91	18	-1
38	O=C(CNC(=O)/C=C/c1ccco1)N=Nc1c(O)[nH]c2ccccc12	-1	-13	97	-1	3
39	COC(=O)CCc1sc(NC2CCCCC2)nc1-c1ccc(OC)cc1	0	-6	103	-13	-3
40	O=C(Cn1c(=O)oc2ccccc21)N1CCN(c2ccccc2)CC1	-3	0	81	-1	-2

item	MC4R antag cAMP	N-glyco inh	Cardio protect	PDI turbidity	MC4R ag barr
31	-1	6	2	0	-0.4
32	-6	-1	9	-7	-1.0
33	4	48*	3	-2	-1.6
34	4	-1	0	4	0.3
35	4	-1	-3	3	-0.9
36	2	-3	-18	2	-1.6
37	17	-3	-6	2	-2.9
38	12	1	2	-4	-1.0
39	11	1	-2	-1	-2.6
40	-6	-1	6	-4	3.1

New compounds follow:
item	Compound	HTR2A ag	CaV13 FRET inh	ABCB6 inh MLPCN	ABHD5-PLIN5 inh	Exocytosis inh
41	Cc1nc2ccccn2c1-c1ccnn1S(=O)(=O)c1ccc(F)cc1	-1	-2	97	3	23
42	O=C(CSc1ccc2nnc(CCNS(=O)(=O)c3ccccc3)n2n1)Nc1nc2ccccc2s1	-1	-3	93	4	-2
43	CC(C)CNC(=O)c1cccc(NC(=O)C2CCCO2)c1 (centres undefined)	-3	-5	119	-2	-3
44	CC(=O)C1=C(O)C(=O)N(c2ccc(O)cc2)C1c1cccc(F)c1 (centres undefined)	-4	-5	100	9	-12
45	Cc1cc(C)nc(/N=C2\NC(=O)CC(C(=O)O)N2c2ccc(Cl)cc2Cl)n1 (centres undefined)	0	-3	104	-2	0
46	COc1ccccc1CC(=O)NCC(c1ccco1)N1CCCCC1 (centres undefined)	-1	-20	102	4	0
47	CCn1c2ccccc2c2nnc(SCC(=O)Nc3cc(C)on3)nc21	13	nt	95	0	-3
48	COc1ccc(CN(C(=O)c2ccc(C)cc2)c2cccc(N)c2)cc1	-3	-11	100	-5	41
49	CCn1cc(S(=O)(=O)NCc2ccccc2Br)cn1	1	-2	97	-2	0
50	Cc1ccc(NC(=S)N2CCCC(c3nc4ccccc4[nH]3)C2)cc1 (centres undefined)	-1	-4	98	-2	1

item	MC4R antag cAMP	N-glyco inh	Cardio protect	PDI turbidity	MC4R ag barr
41	-22	0	-22	17	1.0
42	5	2	-6	-15	0.3
43	-1	1	1	8	0.6
44	9	2	-1	4	-0.2
45	11	2	-2	0	-2.1
46	5	-1	-5	11	-0.1
47	-13	0	2	19	3.5
48	3	-1	-4	0	-2.6
49	6	0	0	7	-2.0
50	21	3	4	-2	-1.5

New compounds follow.
item	Compound	HTR2A ag	CaV13 FRET inh	ABCB6 inh MLPCN	ABHD5-PLIN5 inh	Exocytosis inh
51	O=C(Cc1cccc(NC(=O)C2CCN(C(=O)c3ccccc3)CC2)c1)Nc1cccc(C(=O)N2CCCCC2)c1	3	-5	98	2	-1
52	CCCCN1C(=O)/C(=C(/C#N)C(=O)N2CCCC2)c2ccccc21	4	-2	94	-10	0
53	COC(=O)C(C)(N)Cc1ccc(O)cc1 (centres undefined)	-2	-4	96	-2	-8
54	O=C(CN1CCN(S(=O)(=O)c2ccccc2F)CC1)NC1CCCC1	4	-3	97	4	2
55	CC(C(=O)N1CCOCC1)n1cc([N+](=O)[O-])cn1 (centres undefined)	-6	-3	99	-4	3

item	MC4R antag cAMP	N-glyco inh	Cardio protect	PDI turbidity	MC4R ag barr
51	3	2	-4	-7	-0.5
52	4	0	18	5	-0.1
53	-5	1	1	-4	0.6
54	2	0	2	-2	-0.9
55	1	0	6	2	-1.4

Random draw from the library (roughly 4.2% active in at least one column).
